Screening data (PubChem BioAssay)
Integrin act MD = integrin-mediated muscular dystrophy alleviation activation | alpha7betagal myoblasts, beta-gal FDG fluorescence, 48 h | Potency, µM (top dose mostly 38.3 µM), without a hit: top-dose activation, hits mostly activators | 0.064% of 350,000 active | AID 624291;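 also: potency is read from the fitted curve at half-maximal effect; 100% = response of the positive control SU9516; nearly all actives have a fitted effect of over 60% in size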
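alpha7betagal+/- myoblasts (passage 13, 250/well) treated 48 h at 37C with compounds at 1:260 dilution of DMSO stock. Lysed, then beta-galactosidase activity read as FDG fluorescence (ex 480/em 540) after 30 min, with pre-read for autofluorescence.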
GALK inhibitor = inhibitors of human galactokinase | Potency, µM (doses to about 57.5 µM), inactives show at the top dose activity change, negative = inhibition, most hits filed as inhibitors | Purified GALK, Kinase-Glo residual ATP luminescence | 0.007% of 270,000 active; also: potency is read from the fitted curve at half-maximal effect; % is scaled to controls: 0 for no effect and ±100 for the full control effect
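Quantitative HTS: GALK 5 nM, ATP 35 uM, galactose 100 uM, 1 h room temperature, then luciferase-based ATP detection.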
TRPV1 ag = human TRPV1 agonism | AID 540275 | TRPV1-expressing cells, Fluo-8 calcium influx, agonist mode | Q8NER1 | 0.19% of 320,000 active | activation, % at 8.33 µM; in the data active = activation above about 80%; inconclusive = between about 30% and that limit; also: 0% is about no effect
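Cells expressing TRPV1 were dye-loaded with Fluo-8 and read kinetically: 10 s baseline, 3 min after compound (agonist portion), then 2 min after EC20 capsaicin (allosteric enhancer portion). Calcium-bound dye fluorescence at 480/520 nm.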
CXXC DNA block = MLL CXXC-DNA interaction inhibition; Q03164; AID 2662; 0.037% of 290,000 active; Potency, µM (highest dose often 115 µM), for the others: at the highest dose activity change, negative = inhibition, usual class: inhibitors; MLL-CXXC / FITC-HOXA9 DNA fluorescence polarization; active = well fitted inhibition curve with a large enough effect in the polarisation, with a control signal flat, not every such curve was filed as active; inconclusive = small, poorly fitted or top-dose-only effect, or effect the other way, or a change in a side signal; inactive = no such curve, though single readings can be large or run the other way; the % refers to the polarisation; also: potency is read from the fitted curve at half-maximal effect
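Purified MLL-CXXC (added from a 7 uM solution) was preincubated 5 min at ambient with pinned compounds in 50 mM Tris-HCl pH 7.5, 50 mM NaCl, 1 mM DTT, 0.05% BSA. Fluorescein-labeled HOX-A9 DNA (50 nM solution) followed, 30 min, then polarization read.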
AT treatment = potential ataxia-telangiectasia treatment; […] A-T fibroblasts, KAP-1 phosphorylation AlphaLISA; neocarzinostatin DNA damage 30 min before lysis; Potency, µM (titrated, usually from 57.5 µM), for inactives: at the top dose activation, usual class: activators; 0.19% of 320,000 active; AID 485349; also: potency is read from the fitted curve at half-maximal effect; % of control where 0% means no effect; nearly all actives have a fitted effect of over 45% in size
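ATM-like activity read as KAP-1 phosphorylation via AlphaLISA donor/acceptor antibody pairs after lysis and 6 hr at 25C. Cells were ATM-null patient fibroblasts ([…], hTERT), dosed 60 min, then exposed to the DSB inducer NCS for 30 min.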
ASM inhibitor = inhibitors of human secretory acid sphingomyelinase. P17405. AID 504937. 0.006% of 340,000 active. placental ASM, HMU-PC fluorogenic substrate, 60 min. Potency, µM (top dose mostly 57.5 µM), without a hit: at the top dose activity change, negative = inhibition, usual class: inhibitors; also: potency is read from the fitted curve at half-maximal effect
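Fluorogenic HMU-PC substrate (9 uM final) is turned over by placental ASM in 60 min at 37 C after a 10 min compound preincubation. Reaction ended by alkaline stop (pH 10), with fluorescence read at 386/447 nm.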
Coupling enz = inhibits coupling enzyme system, counter-screen for aldolase hits | coupling enzyme system counterscreen, AmpLite Red fluorescence | activity change, negative = inhibition, % at 58.2 µM, hits read low | 0.67% of 290,000 active; in the data active = activity change below about -30%; also: % is scaled to controls: 0 for no effect and ±100 for the full control effect
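Fluorescence at 525 nm excitation and 598 nm emission measured inhibition of the coupled detection system without aldolase. Compounds (at 57.5 uM final) were preincubated 10 min at room temperature with coupling enzyme reagent before a 20 min substrate/AmpLite Red step.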
MBNL1-CUG inh = MBNL1-poly(CUG) RNA binding inhibition | 0.036% of 280,000 active | AID 2675 | Q9NR56 | Potency, µM (series often up to 57.5 µM), for the others: at the top dose activity change, negative = inhibition, usual class: inhibitors | TR-FRET MBNL1-His/biotin-(CUG)12 binding, 665/545 ratio; active = well fitted inhibition curve with a large enough effect in the signal ratio, with a control signal flat, not every such curve was filed as active; inconclusive = small, poorly fitted or top-dose-only effect, or effect the other way, or a change in a side signal; inactive = no such curve, though single readings can be large or run the other way; the % refers to the signal ratio; also: potency is read from the fitted curve at half-maximal effect; % is scaled to controls: 0 for no effect and ±100 for the full control effect
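MBNL1-His + Biotin-(CUG)12, cpd titration 92 nM–58 uM; Tb anti-His Ab 0.055 ng/ul, SA-XL665 5 nM (final); 60 min RT; ratiometric 665/545 nm, Ex 340 nm; normalized to buffer and full-complex controls.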
KCNH2 3.1 inh = KCNH2 3.1 (human) potassium channel inhibition | U2OS KCNH2 3.1, thallium flux FluxOr; stronger effect = lower value | activity change, % (tested at about 1.8 µM) | 0.95% of 340,000 active;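 active = maximum activity change below -70%; inconclusive = maximum activity change from -70% to -50%; inactive = maximum activity change above -50%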;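 also: thallium influx rate constant from kinetic fluorescence after stimulation buffer; % is scaled to controls: 0 for no effect and ±100 for the full control effect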
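Normalized rate constant (relative to positive and negative DMSO controls) derived from a 2 min kinetic fluorescence read after stimulation; U2OS cells expressing the 3.1 isoform via virus at 1.77 x 10^8 /mL.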
KCNH2 WT inh = inhibitors of human wildtype KCNH2 potassium channel; U2OS, BacMam KCNH2, thallium flux FluxOr; stronger effect = lower value; activity change, % at 1.84 µM; 0.37% of 340,000 active;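 active = maximum activity change below -70%; inconclusive = maximum activity change between -70% and -50%; inactive = maximum activity change above -50%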; also: % is scaled to controls: 0 for no effect and ±100 for the full control effect
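U2OS cells were transduced with wild-type KCNH2 virus (2.03 x 10^8 / mL) for 4 h at room temperature, then cultured overnight at 37 C. Thallium flux was read with FluxOr dye. Rate constants were normalized to DMSO controls.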
Active calls of the source: *; u = inconclusive; x = not tested or not shown; [ ] = another dose, or the depositor's remark. Unless noted, calls follow the shape of the dose curve; as a rule, active = well fitted curve in the direction sought with a large enough effect; inconclusive = small, poorly fitted or top-dose-only effect, or another doubt; inactive = no such curve, though single readings can be large; an effect the other way counts as inactive or inconclusive.

SMILES	Integrin act MD	GALK inhibitor	TRPV1 ag	CXXC DNA block	AT treatment	ASM inhibitor	Coupling enz	MBNL1-CUG inh	KCNH2 3.1 inh	KCNH2 WT inh
Cc1ccc(NC(=O)NC(=O)c2cnccc2C(F)(F)F)c(C)c1	8%	-3%	11	-2%	-2%	2%	3	8%	0	-1
Cc1ccc(OCc2nc(-c3cccs3)no2)c([N+](=O)[O-])c1	1%	1%	7	-1%	-1%	4%	0	u	-1	1
C=CCOc1c(Br)cc(CNn2c(C)n[nH]c2=S)cc1OCC	15%	-6%	0	1%	18%	1%	5	-3%	-13	-4
CC(C)CCNC(=O)Cn1cc2c(n1)CCCCC2	-21%	0%	13	3%	1%	2%	2	-6%	-14	-6
COc1ccc(CCC(=O)NCCS(=O)(=O)N2CCN(c3ccccc3)CC2)cc1	25%	x	-2	x	2%	4%	x	x	-5	14
COc1ccc(S(=O)(=O)N2CCCC(C(=O)NC3CC3)C2)cc1Cl (configuration not stated)	1%	-2%	3	24%	2%	-1%	0	1%	1	-10
Cc1ccccc1C(=O)N1CCC(C(=O)Nc2ccc(C)c(S(=O)(=O)N3CCCCC3)c2)CC1	15%	x	6	x	0%	-5%	x	x	-8	0
COc1ccc(-c2noc(CCC(=O)NC3CCCCC3)n2)cc1OC	4%	1%	-3	-4%	-3%	-2%	-3	-3%	-9	-8
Cc1ccnc(NC(=O)CCCc2c[nH]c3ccccc23)c1	13%	3%	u	3%	6%	5%	x	-8%	3	-18
O=C(Nc1ccccc1C(=O)N/N=C/c1ccccc1)c1ccco1	6%	11%	0	16%	1%	-3%	-2	1%	12	2
Cc1ccc(S(=O)(=O)Nc2ccc(C(=O)NCCCn3ccnc3)cc2)cc1[N+](=O)[O-]	-24%	x	-3	x	-13%	-3%	x	x	2	0
COc1cccc(N(CC(=O)Nc2ccccc2C)S(C)(=O)=O)c1	-14%	-2%	0	-1%	1%	-3%	3	1%	6	1
CS(=O)(=O)Nc1cccc(C2=NN(C(=O)CCC(=O)O)C(c3cccs3)C2)c1 (configuration not stated)	1%	-3%	-6	14%	-16%	7%	4	u	23	0
NS(=O)(=O)c1ccc(CNS(=O)(=O)c2cc(C(=O)O)ccc2Cl)cc1	-9%	-2%	3	8%	4%	4%	10	0%	13	-2
O=S(=O)(NC1=NCCCCC1)c1ccc2ccccc2c1	-9%	-2%	-2	7%	9%	0%	4	-6%	12	2
CCOC(=O)c1c(-c2ccccc2)csc1NC(=O)C1CCCO1 (configuration not stated)	2%	0%	25	-24%	4%	-9%	4	-1%	-5	0
O=C(COC(=O)Cc1ccccc1[N+](=O)[O-])NCc1ccc(F)cc1	20%	1%	u	4%	-4%	0%	1	17%	x	-11
COc1ccc(-c2cc(C)no2)cc1S(=O)(=O)NCC1CCN(Cc2cc(C)ccc2C)CC1	-56%[inhibitor]	-1%	2	7%	3%	0%	2	-7%	-4	51
Cc1ccc2[nH]c(=O)c(C(c3nnnn3C(C)(C)C)N3CCN(C(=O)c4ccco4)CC3)cc2c1 (configuration not stated)	4%	-1%	-4	-3%	1%	1%	x	1%	14	0
CS(=O)(=O)N(CCc1ccccc1)CC(=O)N1CCN(c2ccccc2)CC1	5%	-1%	1	-3%	-1%	-1%	3	-5%	-4	-1
O=C(Cn1cnc2ccccc2c1=O)NC1CCCc2ccccc21 (configuration not stated)	-25%	0%	-1	10%	4%	2%	1	-4%	-1	2
CCOC(=O)C1=C(C)NC(=O)/C1=C\N(C)C	-8%	-2%	2	4%	3%	-1%	-5	-4%	-13	0
COC(=O)c1sccc1N/N=C/c1cccc(Oc2ccccc2)c1	28%	0%	-3	6%	-5%	13%	0	x	-1	3
Brc1ccc(-c2cn3c(n2)SCC3)cc1	-24%	3%	-2	-10%	16%	-2%	-5	41%[activator]	-3	0
CCN1C(=O)[C@H]2[C@H]3CN=C(SCc4ccc(C(=O)OC)cc4)N3[C@@](C)(C(=O)OC)[C@H]2C1=O	-4%	x	x	x	-3%	5%	x	x	-3	4
C=CCOC(=O)C(=O)/C=C/c1coc2ccccc2c1=O	-7%	5%	1	-8%	25%	415%[activator]	-5	-15%	-14	-3
Nc1nnnn1/N=C/c1ccc(F)cc1	6%	1%	-4	-8%	39%	1%	0	8%	9	-2
O=C(Cn1cnc([N+](=O)[O-])n1)N/N=C/c1cccc(Cl)c1	u	-1%	-6	-2%	0%	-7%	-1	u	-18	x
Cc1ccc(N2C(=O)NC(NC(=O)C(C)(C)C)(C(F)(F)F)C2=O)cc1 (configuration not stated)	1%	2%	1	4%	4%	0%	2	-14%	-6	-3
CCOC(=O)c1cc(NC(=O)NCc2ccco2)c(C)nc1C	12%	7%	0	1%	2%	4%	-1	-8%	-2	-4
COc1ccc(-n2cnnc2SCC(=O)NC2CCCCC2)cc1	16%	x	x	x	2%	7%	x	x	-6	-4
COc1ccc2nc3ccccc3nc2c1NC(=O)c1ccc(Cl)cc1Cl	18%	1%	-1	u	2%	-2%	-33*	x	-3	1
CCN(CC)c1ccc(/C=N/NC(=O)c2c(-c3ccccc3)noc2C)cc1	-33%	7%	1	0%	-1%	186%[activator]	0	u	13	3
CN(C)CCCN=c1cc(-c2ccccc2)oc2ccc(Cl)cc12	-12%	-2%	19	u	x	-1%	0	12%	x	x
O=C1CCCN1CC(=O)N1CCCC(N2CCN(c3cccc(Cl)c3)CC2)C1 (configuration not stated)	16%	8%	-5	-6%	-16%	6%	x	0%	-4	11
COc1cc(Cl)c(C)cc1NC(=O)CN1C(=O)C2CC=CCC2C1=O (configuration not stated)	11%	x	x	x	2%	-1%	x	x	-15	-8
COc1ccc(NS(=O)(=O)/C=C/c2ccc(OC)c(OC)c2)cc1	9%	4%	3	0%	1%	-1%	10	-18%	6	8
O=C1CC(N2CCN(c3ccccc3)CC2)C(=O)N1c1cccc(Br)c1 (configuration not stated)	-23%	6%	-2	-4%	12%	0%	-2	5%	2	-5
O=C(/C=C/c1ccccc1)COC(=O)c1ccccc1	-35%	x	x	x	x	3%	x	x	-9	-1
O=[N+]([O-])c1ccc(-c2cc(-c3ccncc3)nc3ccc4ccccc4c23)cc1	22%	1%	1	8%	2%	-6%	3	4%	-8	9
C=C(C)COc1ccc2c(C)c(CCC(=O)NC3CC3)c(=O)oc2c1	-21%	1%	15	6%	9%	30%	0	9%	-6	3
CCOC(=O)C1CCCN(Cc2nc3ccc([N+](=O)[O-])cc3c(=O)n2-c2ccc(OC)cc2OC)C1 (configuration not stated)	-32%	2%	2	5%	-3%	-1%	-2	u	16	-12
O=C(/C=C/c1ccco1)NCc1ccco1	u	7%	3	-2%	-1%	-2%	2	x	3	1
Cc1ccnc(NS(=O)(=O)c2cccs2)c1	0%	0%	4	2%	12%	3%	1	4%	-6	0
CN(C)CC#Cc1cncc(C(=O)NNC(=O)Nc2ccc(Cl)cc2)c1	3%	x	-3	5%	2%	4%	-1	-4%	10	-6
NC(=O)CSc1ccc(S(=O)(=O)N2CCCCC2)cn1	28%	x	1	x	-2%	9%	x	x	-2	-2
O=[N+]([O-])c1cc(S(=O)(=O)N2CCCC2)ccc1N/N=C1/CCCc2ccccc21	15%	1%	1	u	-12%	-3%	1	7%	11	-4
O=C(NCc1ccccc1)C(c1cccs1)N(C(=O)c1csnn1)C1CC1 (configuration not stated)	11%	5%	5	-6%	0%	0%	2	8%	0	3
CN(C)S(=O)(=O)c1cc(C(=O)O)c(NC2CCCCC2)cc1Cl	-3%	-1%	-5	3%	-4%	6%	2	-22%	-7	-16
CCOc1cccc(C(=O)Nc2ccc3oc(Cc4ccc(Cl)cc4)nc3c2)c1	-20%	0%	2	-11%	2%	-8%	0	2%	-13	-9
COC(=O)c1c(-c2cccs2)csc1NC(=O)c1cccnc1	-13%	1%	u	-6%	6%	-3%	8	10%	-9	3
S=C(NCCc1ccccn1)Nc1ccccc1	14%	1%	1	0%	4%	3%	-3	-7%	10	0
CC(=O)NC(CC(=O)O)C(=O)O (configuration not stated)	x	x	-3	x	-5%	-4%	3	x	4	2
C=C(C)CNC(=S)NN=C1c2ccccc2-c2ccccc21	0%	11%	3	12%	3%	-11%	2	1%	4	2

Three entries out of the list, ordered by molar mass, rising.
SMILES	Integrin act MD	GALK inhibitor	TRPV1 ag	CXXC DNA block	AT treatment	ASM inhibitor	Coupling enz	MBNL1-CUG inh	KCNH2 3.1 inh	KCNH2 WT inh
CN(C)S(=O)(=O)c1cc(C(=O)O)c(NC2CCCCC2)cc1Cl	-3%	-1%	-5	3%	-4%	6%	2	-22%	-7	-16
CN(C)CC#Cc1cncc(C(=O)NNC(=O)Nc2ccc(Cl)cc2)c1	3%	x	-3	5%	2%	4%	-1	-4%	10	-6
O=[N+]([O-])c1cc(S(=O)(=O)N2CCCC2)ccc1N/N=C1/CCCc2ccccc21	15%	1%	1	u	-12%	-3%	1	7%	11	-4
